# Compound activity from PubChem BioAssay.
# TbREL1 inh = TbREL1 RNA ligase inhibitors, primary screen, biochemical, FRET fluorescence. RNA-editing ligase 1, mitochondrial (Trypanosoma brucei brucei), P86926. inhibition, % at 9.66 µM. TbREL1 RNA ligation. AID 1117264, 2014. 89,000 compounds, 0.49% hits;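 active = inhibition above the mean inhibition across all screened compounds plus 3 SD, cut at about 11% in these data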;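 also: 0% = plate median of test wells and 100% = NSC42067 control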
# Target sequence (P86926 whole entry, looked up): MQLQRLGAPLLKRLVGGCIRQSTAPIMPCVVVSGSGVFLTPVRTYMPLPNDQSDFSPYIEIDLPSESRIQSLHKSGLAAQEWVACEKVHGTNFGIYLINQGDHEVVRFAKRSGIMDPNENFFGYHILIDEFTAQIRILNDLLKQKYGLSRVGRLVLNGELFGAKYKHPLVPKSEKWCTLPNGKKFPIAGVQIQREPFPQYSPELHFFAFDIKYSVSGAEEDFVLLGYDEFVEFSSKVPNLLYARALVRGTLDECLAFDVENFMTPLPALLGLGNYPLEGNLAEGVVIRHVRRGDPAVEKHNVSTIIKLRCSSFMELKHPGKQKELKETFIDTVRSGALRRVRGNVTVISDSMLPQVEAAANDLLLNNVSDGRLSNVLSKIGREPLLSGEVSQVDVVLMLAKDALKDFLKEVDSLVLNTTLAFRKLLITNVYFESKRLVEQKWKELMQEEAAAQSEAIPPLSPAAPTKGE
# The depositor's hits bear a star. This is a subset; the hit share may differ from the screen's.
mol | TbREL1 inh
Cc1ccccc1NC(=O)C(NS(=O)(=O)c1ccc2c(c1)c(=O)n(C)c(=O)n2C)c1ccccc1 (stereo not drawn) | -1
COC(=O)[C@]12C[C@H](CC(=O)N3CCOCC3)C(=O)N(Cc3ccc4c(c3)OCO4)C1=C[C@H](C(C)C)O[C@@H]2C1CC1 | -1
COc1ccc(NC(=O)C2CCCO2)cc1Cl (stereo not drawn) | 2
CC(C)=CCC[C@](C)(O[C@@H]1O[C@H](CO[C@@H]2OC[C@H](O[C@@H]3OC[C@@H](O)[C@H](O)[C@H]3O)[C@H](O)[C@H]2O)[C@@H](O)[C@H](O)[C@H]1O)C1CC[C@]2(C)C1[C@H](O)CC1[C@@]3(C)CC[C@H](O)C(C)(C)C3[C@@H](O)C[C@]12C (stereo partly drawn) | -3
Cc1ccc(C(=O)N2CCC2(C)C(=O)NC(C)C)cc1 (stereo not drawn) | -3
COc1ccc(NC(=O)c2ccc3c(c2)OCO3)cc1S(=O)(=O)N1CCOCC1 | 0
COc1ccc(CNC(=O)COC(=O)CN2C(=O)C(C)Oc3ccc(C)cc32)cc1 (stereo not drawn) | 3
O=C(CSc1nc2c(c(=O)n1-c1ccccc1)SCC2)NCC1CCCO1 (stereo not drawn) | 0
Nc1ccc2oc(-c3ccccc3Cl)cc(=O)c2c1O | 4
COC(=O)C(C(=O)OC)C(CC(=O)c1ccc(Br)cc1)c1ccccc1 (stereo not drawn) | -5
CCCN(CC(=O)Nc1cccc(Br)c1)CC(=O)Nc1ccc(F)c(F)c1F | -5
COCCn1cnc2c1c(=O)n(Cc1c(F)cccc1Cl)c(=O)n2Cc1ccccc1 | -2
Cc1ccccc1-c1cc(C(=O)NCc2cccc(Br)c2)nn1CC1CC(c2cccc([N+](=O)[O-])c2)=NO1 (stereo not drawn) | 1
O=C(CC1CCCC1)Nc1nc2ccccc2[nH]1 | 0
CCCCOCCCNC(=O)C[C@H]1C[C@@]2(C(=O)OC)C(=C[C@H](COCc3ccccc3)O[C@@H]2C)N(Cc2ccc(Cl)cc2Cl)C1=O | 3
C=C(C)C(=O)NC1=NN(c2ccccc2)C(=O)C1 | -5
O=C1CCCN1CCCNc1nc(NCc2cccs2)nc2ccsc12 | 1
O=C(NNC(=O)c1ccccc1OCc1ccccc1)c1ccccc1O | 0
CCc1nnc(NC(=O)CSc2nnc(CNC(=O)c3ccccc3F)n2C)s1 | -1
CC#CCCCC(=O)Nc1ccc(C(=O)O)cc1 | 0
O=C(NCc1ccccc1)[C@@H]1CCCN1C(=O)[C@@H](NS(=O)(=O)c1ccc(F)cc1F)C1CCCCC1 | -1
O=C1N(CN2CCN(c3cccc(Cl)c3)CC2)c2ccccc2C12OCCCO2 | 0
CCNc1nc(SCC(=O)Nc2ccc(Cl)c(Cl)c2)nc(N2CCOCC2)n1 | 6
O=C(COC(=O)c1ccc2ccccc2c1O)NCC(F)(F)F | 0
CCC(C)(C(=O)NC1CCCC1)N(C(=O)CNC(C)=O)c1ccccc1 (stereo not drawn) | 5
COc1ccc(Nc2sc(C(=O)c3ccc(Cl)cc3)c(N)c2C(=O)Nc2ccccc2OC)cc1 | 5
CCN(CC)c1ccc(NC(=O)c2cnccn2)cc1S(=O)(=O)Nc1ccc(OC)cc1 | -4
Cn1c2ccccc2c(=O)c2c(=O)n(-c3ccc(F)cc3)c(-c3cccs3)nc21 | 5
COc1ccc2nc(C)c3cc(C)oc3c2c1 | 0
COC(=O)CCC(=O)OC1(C)C(=O)C2=CN(Cc3ccccc3)C(c3ccc(OC)cc3)=CC2=C(Br)C1=O (stereo not drawn) | -5
CCCOc1ccc(C2/C(=C(/O)c3ccccc3)C(=O)C(=O)N2CCCN(C)C)cc1OC (stereo not drawn) | 0
Cc1cc2cccc(C)c2nc1SCC(=O)NNC(=O)c1ccco1 | 0
COc1ccc(-c2nc3ccccc3c(=O)o2)cc1OC | -2
CCC[N+]1(CC#CC2(O)CCCCC2)CCOCC1 | -3
COC(=O)C1C2C=CC3(CN(C(C)C)C(=O)C13)O2 (stereo not drawn) | 1
Cc1ccc2[nH]c3nc(SCCN4CCOCC4)nnc3c2c1 | 1
Cc1cccc(C(=O)NCCCNC(=O)c2ccco2)c1 | -1
O=C(Nc1ccc(Cl)c(C(=O)N2CCOCC2)c1)c1ccccc1 | -2
Cc1cc(C(=O)Cn2c(CO)nc3ccccc32)c(C)n1C | -6
CCc1ccc(NC(=S)N(CCN(C)C)C(C)c2ccncc2)cc1 (stereo not drawn) | -3
N/C(=N\OC(=O)c1ccccc1[N+](=O)[O-])c1cccnc1 | 5
COC(=O)c1cc2ccsc2n1Cc1ccccc1F | 2
COc1ccc(C2CC(=O)Oc3c(C(C)C)ccc(C)c32)cc1 (stereo not drawn) | 2
CCc1ccc(C2=CC(c3cc(Br)ccc3F)n3ncnc3N2)cc1 (stereo not drawn) | -4
CCCCCCCCN1C(=O)[C@@H](CC(=O)NCCCOCCCC)C[C@@]2(C(=O)OC)C1=C[C@H](C(C)C)O[C@@H]2C1CC1 | -1
COc1ccccc1NC(=S)N1CCN(C(c2ccccc2)c2ccccc2)CC1 | -6
CCOc1ccc(S(=O)(=O)N2CCN(S(=O)(=O)c3ccc(C(C)=O)cc3)CC2)cc1 | -2
COc1ccccc1CCNC(=O)CC1C(=O)NCCN1CCCc1ccccc1 (stereo not drawn) | -4
Cc1ccccc1N(C(=O)CNC(=O)c1ccco1)C(C(=O)NC1CCCC1)c1ccncc1 (stereo not drawn) | 4
CC(C)c1ccc(/C=N/NC(=O)c2cccc(Cl)c2)cc1 | 5

# (further entries)
mol | TbREL1 inh
COc1ccccc1/C=C1\SC(=O)N(CC(=O)N(C)C2CCS(=O)(=O)C2)C1=O (stereo not drawn) | 0
CCOc1ccc(-c2nc(C#N)c(NCC(C)C)o2)cc1 | -3
C=CCc1ccccc1OCC(=O)N/N=C/c1ccccc1OCC | -1
COc1ccc(-n2cnnc2SCC(=O)Nc2cccc([N+](=O)[O-])c2)cc1 | 2
Cc1ccccc1NC(=O)NNC(=O)CCc1ccccc1 | 1
Cc1ccc(C(=O)NCCN2C3=NC[C@H](Cc4ccc(O)cc4)N3C[C@H]2Cc2ccc(O)cc2)cc1Br | 4
COc1ccc(Cl)cc1S(=O)(=O)NCc1ccncc1 | 4
CCOC(=O)[C@]12CCC=C1N(CCC1=CCCCC1)C(=O)[C@H](CC(=O)N1CCN(C(=O)C3CC3)CC1)C2 | 0
CCC1=C(OC(=O)N(CC)CC)N2C(=O)OC(=NCCc3c[nH]c4ccccc34)[C@]2(C)[C@H]2C1=CC[C@H]1C(=O)N(CC)C(=O)[C@H]12 | 0
Cc1csc(NC(=O)c2cnc3ccccc3n2)n1 | -2
COc1ccc([C@@H]2CC=C(C(=O)O)[C@H](c3ccc(Br)cc3)N2S(=O)(=O)c2ccccc2C)cc1 | 0
COc1ccc(/C=N\NC(=S)SCN2C(=O)C3CCC(C)(C2=O)C3(C)C)cc1 (stereo not drawn) | -5
C=CCN=C1S/C(=C\N(C)C)C(=O)N1S(=O)(=O)c1ccc(C)cc1 | -1
CCOc1ccc(NC(=O)CNc2cccc(S(=O)(=O)N3CCCCCC3)c2)cc1OCC | -2
COc1ccc(C)cc1NC(=O)c1cnc2n(c1=O)CCS2 | -3
COc1cc(/C=C(/C(=O)c2cccs2)c2nc3ccccc3[nH]2)ccc1O | -5
CCN(C[C@H]1N[C@@](Cc2ccccc2)(C(=O)OC)[C@H]2C(=O)N(Cc3ccccc3)C(=O)[C@@H]12)C(=O)Nc1ccc(C)cc1 | -4
COC(=O)c1nnn(-c2nonc2N)c1-c1cccs1 | 4
O=C(NCc1ccc(OC(F)(F)F)cc1)C1CC(c2cccc(F)c2)=NO1 (stereo not drawn) | 1
C=CCN1C(=O)[C@H](CC(=O)NCC23CC4CC(CC(C4)C2)C3)[C@@]2(C(=O)OCC)CCCC=C12 | 6
CC(C)C(OC(=O)c1ccc(Cl)nc1)C(=O)NC1CCCCC1 (stereo not drawn) | -1
CC(Oc1cccc(Cl)c1)C(=O)Nc1ccccc1C(=O)N1CCCCC1 (stereo not drawn) | -2
CN(C)c1ccc(-c2csc(C(O)c3ccc(F)cc3)n2)cc1 (stereo not drawn) | -1
Cc1c(CCC(=O)N[C@@H](C)C(=O)O)c(=O)oc2cc3occ(-c4ccccc4)c3cc12 | 1
COc1cccc(-c2sc3ccc(OC)cc3c2-c2cnc(N3CCOCC3)nc2)c1 | 2
Cc1ccc2nc3c(nc2c1)-c1ccccc1C3=O | 0
COc1ccc(S(=O)(=O)N2CCCCCC2)cc1NC(=O)CN1C(=O)NC(C)(c2ccc(C)cc2)C1=O (stereo not drawn) | -1
O=C(COC(=O)C1CCCCC1)NCc1ccc(Cl)cc1 | -6
Cc1ccc(S(=O)(=O)Nc2cc(Cl)ccc2-n2cncn2)cc1 | 1
O=C1c2ccccc2C(c2nnnn2Cc2ccccc2)N1Cc1cccs1 (stereo not drawn) | -3

# The listing continues:
Structure | TbREL1 inh
Cc1cccc(OCC(=O)NCCNC(=O)c2ccccn2)c1 | 5
COc1ccc(NC(=O)CSc2nnc(Cc3cccn3C)n2-c2ccc(F)cc2)cc1 | -7
Cc1ccc(NC(=O)COC(=O)CNC(=O)c2cccc([N+](=O)[O-])c2)cc1S(=O)(=O)N1CCCCCC1 | -3
COc1ccc(NC(=O)CN(c2cc(C)cc(C)c2)S(=O)(=O)c2c(C)noc2C)cc1OC | 1
CCOC(=O)Cn1ncc(-c2ccccc2)c1N | 0
COc1cc2c(cc1OC)CN(C(=O)CSc1n[nH]c(N)n1)CC2 | -3
O=c1nc2n(c3sc4c(c13)CCCC4)C(CBr)CS2 (stereo not drawn) | 2
CC(OC(=O)/C=C/c1cccs1)C(=O)NC1CCCCC1C (stereo not drawn) | 0
CC(=O)Nc1ccc(NC(=O)COC(=O)Cn2cnc3ccccc32)cc1 | -1
COc1ccccc1NC(=O)c1cccc(S(=O)(=O)N2CCN(Cc3ccccc3)CC2)c1 | 1
CCCCNC(=O)COC(=O)CCC(=O)c1ccc(Cl)cc1 | 0
C=C(C)c1cccc(C(C)(C)NC(=O)NC2CCCC2)c1 | 7
NNC(=O)c1csc(-c2ccccc2)n1 | 3
O=C(c1ccccc1)C(C(=O)N1CCc2ccccc2C1)n1ccccc1=O (stereo not drawn) | 1
Cc1ccc(S(=O)(=O)N(CC(=O)Nc2cccc(C(F)(F)F)c2)C(=O)N2CCN(C)CC2)cc1 | -1
COCCNc1nc2cc(-c3ccc(C)cc3)sc2c(=O)n1C | 4
O=C(NCCCCc1ccccc1)c1cccc([N+](=O)[O-])c1 | 3
CNC(=O)C(C#N)(Cc1cc(C(C)=O)ccc1OC)Cc1cc(C(C)=O)ccc1OC | -2
CCC(=O)Nc1cc(Cl)ccc1N1CCN(C(=O)CC)CC1 | 4
COc1cc(N)ccc1NC(=O)c1cccs1 | -3
O=C(N/N=C/C=C\c1ccccc1[N+](=O)[O-])c1cc(-c2ccccc2)nc2ccccc12 | 2
CCOC(=O)N1CCN(C(=O)c2ccccc2Oc2ccccc2)CC1 | -1
Cc1cccc(-n2nnnc2SCC(=O)Nc2cccc(S(N)(=O)=O)c2)c1 | 1
O=C(c1ccncc1)N(Cc1cc2ccccc2[nH]c1=O)C1CCCCC1 | 1
Cc1nc(-n2nnc3cc(C)c(C)cc32)c2c3c(sc2n1)CCCC3 | 3

# Part of the list above, with values ahead of the structure:
TbREL1 inh | mol
7 | C=C(C)c1cccc(C(C)(C)NC(=O)NC2CCCC2)c1
3 | NNC(=O)c1csc(-c2ccccc2)n1
1 | O=C(c1ccccc1)C(C(=O)N1CCc2ccccc2C1)n1ccccc1=O (stereo not drawn)
-1 | Cc1ccc(S(=O)(=O)N(CC(=O)Nc2cccc(C(F)(F)F)c2)C(=O)N2CCN(C)CC2)cc1
4 | COCCNc1nc2cc(-c3ccc(C)cc3)sc2c(=O)n1C
3 | O=C(NCCCCc1ccccc1)c1cccc([N+](=O)[O-])c1
-2 | CNC(=O)C(C#N)(Cc1cc(C(C)=O)ccc1OC)Cc1cc(C(C)=O)ccc1OC
4 | CCC(=O)Nc1cc(Cl)ccc1N1CCN(C(=O)CC)CC1
-3 | COc1cc(N)ccc1NC(=O)c1cccs1
2 | O=C(N/N=C/C=C\c1ccccc1[N+](=O)[O-])c1cc(-c2ccccc2)nc2ccccc12
-1 | CCOC(=O)N1CCN(C(=O)c2ccccc2Oc2ccccc2)CC1
1 | Cc1cccc(-n2nnnc2SCC(=O)Nc2cccc(S(N)(=O)=O)c2)c1
1 | O=C(c1ccncc1)N(Cc1cc2ccccc2[nH]c1=O)C1CCCCC1
3 | Cc1nc(-n2nnc3cc(C)c(C)cc32)c2c3c(sc2n1)CCCC3

# Later entries:
Structure | TbREL1 inh
Cc1ccc(S(=O)(=O)N2[C@@H](c3ccccc3F)C(C(=O)O)=CC[C@H]2c2cccs2)cc1 | 1
CC1CCCCC1NC(=O)C1Cc2ccccc2CN1S(C)(=O)=O (stereo not drawn) | 1
COc1ccc(NC(=O)O/N=C/c2ccccc2)cc1 | 0
O=C(NCc1ccccc1Cl)c1cnccn1 | 0
COc1cc(F)ccc1-c1cc(C(=O)Nc2ccc(C)c(NS(C)(=O)=O)c2)[nH]n1 | 5
CCN1CCN(C(=O)CCc2nnc(CCc3ccc(OC)cc3)o2)[C@@H](C)C1=O | 0
Cn1c(=O)c2ncn(CC(=O)NCCC3=CCCCC3)c2n(C)c1=O | 0
CC1(C)CC(=O)C2=C(C1)N(c1ccccc1)C(=O)CC2c1ccsc1 (stereo not drawn) | -3
O=C1c2ccccc2C(c2nnnn2-c2ccc3c(c2)OCCO3)N1Cc1cccc(F)c1 (stereo not drawn) | -3
NNC(=O)c1cccc(COc2ccc3c(c2)CCC3)c1 | 2
O=C(c1ccc(Cl)cc1)c1cc([N+](=O)[O-])ccc1N1CCOCC1 | -1
Cn1c(C(=O)NCC2CCCO2)cc2c(=O)n3ccccc3nc21 (stereo not drawn) | 0
O=C(CNC(=O)c1ccc(F)cc1)N/N=C/c1cccnc1 | 5
C=CCN1C(=O)c2n[nH]c(C(C)C)c2C1c1ccccc1 (stereo not drawn) | -3
COc1cccc(C(=O)Nc2ccc(N3CCCC3)cc2)c1 | -6
O=S(=O)(N/N=C/c1ccc(Cl)cc1)c1ccc(Cc2ncc(C(F)(F)F)cc2Cl)s1 | 4

# As a working copy, some entries already given:
Structure | TbREL1 inh
COc1cccc(C(=O)Nc2ccc(N3CCCC3)cc2)c1 | -6
O=S(=O)(N/N=C/c1ccc(Cl)cc1)c1ccc(Cc2ncc(C(F)(F)F)cc2Cl)s1 | 4
